Screening results: PubChem BioAssay, several laboratories
TNAP activators = human TNAP enzyme activators, primary screen, biochemical, luminescent, no phosphate acceptor, uHTS (AID 1001); purified TNAP, luminescent activation assay, no phosphate acceptor; higher activation fold means a stronger effect; hit rate 0.03% among 200,000; activation fold at 20 µM; hits with a dose series show EC50 in µM; in the data active = activation fold from about 3, or a potency from the dose series; inactive = the rest, 99 in 100 with activation fold below about 1.6; note: many of its hits are not listed in these tables
P. falciparum M17LAP = P. falciparum M17LAP inhibitors, primary screen, biochemical, fluorogenic H-Leu-NHMec substrate, 1536-well (AID 1619); inhibition, % at 30 µM; hits with a dose series show IC50 in µM; hit rate 0.38% among 220,000; Leucine aminopeptidase (Plasmodium falciparum (isolate 3D7)); recombinant M17LAP, H-Leu-NHMec fluorogenic kinetic assay; higher % means a stronger effect;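 active = compound inhibiting the enzyme by more than half at any dose during confirmatory dose-response retesting; inconclusive = strong single-dose inhibitors picked by rank but not retested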;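 note: plate controls were full reaction with DMSO carrier for no effect and no enzyme background for full effect; strong numbers were not always called active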
WT yeast gro inh = growth inhibition of WT strain, primary screen, mitochondrial fusion inhibitor project, WT and mutant strains, chemical genetic; inhibition, % at 10 µM; mitochondrial fusion phenotypic screen; AID 1362, 2008; hit rate 2.1% among 190,000; in the data active = inhibition above about 58%; tested in S. cerevisiae
XIAP antagonists = XIAP antagonists, biochemical, IAP family, fluorescence polarization (AID 1018); XIAP BIR domain, fluorescence polarization peptide displacement; higher % means a stronger effect; displacement, % at 20 µM; hits with a dose series show IC50 in µM; hit rate 0.007% among 200,000; E3 ubiquitin-protein ligase XIAP (Homo sapiens); in the data active = displacement above about 50%; note: a part of the inactive calls stands beside numbers as strong as those of hits
human PMI inhibitors = human PMI inhibitors, high substrate, primary screen, biochemical, fluorescence intensity, high mannose 6-phosphate (AID 1220). recombinant PMI enzyme, coupled fluorescence intensity; higher % means a stronger effect. inhibition, % at 20 µM; hits with a dose series show IC50 in µM. hit rate 0.66% among 190,000. Mannose-6-phosphate isomerase (Homo sapiens)
M1AAP inhibition = P. falciparum M1AAP inhibitors, biochemical, fluorogenic H-Leu-NHMec substrate, 1536-well (AID 1445); Aminopeptidase N (Plasmodium falciparum (isolate 3D7)); recombinant M1AAP, H-Leu-NHMec fluorogenic kinetic assay; higher % means a stronger effect; inhibition, % at 30 µM, or IC50 in µM where a hit was titrated; hit rate 0.42% among 220,000;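 active = primary inhibition above the hit cutoff, then over 50% inhibition at one or more dose response concentrations, cut at about 23% in these data, passing the limit was not always enough; inconclusive = conflicting primary data, or primary hits not chosen for dose response; inactive = low primary inhibition, or under 50% at every dose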;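 note: plate controls were DMSO full reaction for no effect and no enzyme background for full effect; strong numbers were not always called active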
human PMI inhibition = inhibitors of human PMI, primary screen, biochemical, fluorescence intensity, coupled assay (AID 1209) | Mannose-6-phosphate isomerase (Homo sapiens) | one-dose inhibition, % at 20 µM; IC50 in µM for titrated hits | purified PMI enzyme, coupled fluorescence intensity; higher % means a stronger effect | hit rate 0.42% among 190,000;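 note: plate controls were DMSO vehicle for no effect and wells lacking substrate for full effect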
LYP phosphatase = inhibitors of LYP phosphatase, biochemical, fluorescence intensity, uHTS (AID 1779) | hit rate 0.054% among 290,000 | one-dose inhibition, % at 11.5 µM; IC50 in µM for titrated hits | Tyrosine-protein phosphatase non-receptor type 22 (Homo sapiens) | recombinant LYP phosphatase, fluorescence intensity; higher % means a stronger effect;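 note: plate controls were vehicle with enzyme for no effect and no enzyme for full effect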
Yfh1-depleted yeast = enhancers of respiration in Yfh1-depleted yeast, dose response, Friedreich's ataxia, plus single-dose screen (AID 1465). S. cerevisiae Yfh1-off respiration, WST-1 reduction, 72 h; higher fold induction means a stronger effect. one-dose fold induction at 50 µM; EC50 in µM for titrated hits. hit rate 0.074% among 220,000;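 active = fold induction of absorbance versus untreated yeast above a set limit, then at least 30% activation at any dose in follow-up; inconclusive = repeats straddling the limit, or above it without dose testing; inactive = fold induction below the set limit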;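 note: activators that raise dye reduction in frataxin-depleted yeast; strong numbers were not always called active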
WT yeast gro inh mutant strain = also measured in WT yeast gro inh; calls as there; inhibition, %; mitochondrial fusion phenotypic screen, mutant strain inhibition
Numbers without * were called inactive; i = inactive; ? = inconclusive; . = not tested or not shown. Cut-off read from the data, not from the text of the source, unless noted: active = inhibition above about 50%; inactive = the rest.

entry	canonical_smiles	TNAP activators	P. falciparum M17LAP	WT yeast gro inh	WT yeast gro inh mutant strain	XIAP antagonists
1	CC(C)(C)NS(=O)(=O)c1ccc(-c2csnn2)s1	1.1	8%	-26	-62	-5.4%
2	COc1ccc(N2C(=O)C3C4C=CC(C4)C3C2=O)c(OC)c1 (stereo not given)	1.1	-4%	35	6	-5.0%
3	CC(=O)N1CN(C2CCS(=O)(=O)C2)Cc2c1sc1c2CCCC1 (stereo not given)	1.1	16%	-6	-13	-1.8%
4	CN(C)CCCC1(O)c2ccccc2C=Cc2ccccc21	1	-4%	-19	-2	-4.1%
5	COc1cccc(CC2(CO)CCN(C(=O)NC3CCCCC3)CC2)c1	1.1	-5%	9	6	-2.9%
6	Cc1n[nH]c(=O)c2ccccc12	.	11%	.	.	.
7	N#C/C(=C/c1ccc(F)cc1)S(=O)(=O)c1ccccc1	.	-4%	.	.	.
8	CCc1c(C)nc2ncnn2c1N1CCC(C(=O)Nc2ccccc2)CC1	1.1	14%	-5	-9	-2.0%
9	COc1ccc(-n2c(C)cc(C(=O)CCl)c2C)cc1	1.2	11%	32	6	-4.4%
10	CC(=O)c1cccc(NC(=O)c2c(C)nn(-c3ccccc3)c2Cl)c1	1.1	-12%	-4	-8	10%
11	O=C(CCNS(=O)(=O)c1ccccc1F)NCc1ccc2c(c1)OCO2	1.2	10%	-5	-45	-1.1%
12	NS(=O)(=O)c1cccc(NS(=O)(=O)c2ccc(/C=C/C(=O)O)cc2)c1	.	-5%	.	.	.

entry	human PMI inhibitors	M1AAP inhibition	human PMI inhibition	LYP phosphatase	Yfh1-depleted yeast
1	-7%	-2%	-6%	1%	i
2	0%	2%	8%	0%	i
3	10%	2%	9%	-4%	i
4	-8%	2%	-5%	-4%	i
5	36%	3%	16%	-4%	i
6	.	1%	.	0%	i
7	.	-4%	.	-13%	i
8	3%	3%	4%	4%	i
9	4%	0%	-8%	0%	i
10	14%	2%	15%	-2%	i
11	-2%	6%	0%	-6%	i
12	.	6%	.	-3%	i

(listing goes on)
entry	canonical_smiles	TNAP activators	P. falciparum M17LAP	WT yeast gro inh	WT yeast gro inh mutant strain	XIAP antagonists
13	O=C(NCc1ccccn1)c1cc2ccccn2n1	1.1	2%	16	12	-1.9%
14	COc1ccc(NC(=O)Cn2c(=O)oc3ccccc32)cc1	.	8%	.	.	.
15	CC(C)n1cnnc1SCC(=O)Nc1ccc(Br)cc1F	1.1	-4%	1	-4	-0.9%
16	CCOc1ccc(N2C(=O)c3cccnc3C2Nc2ccc(C)c(C)c2)cc1 (stereo not given)	1.1	-4%	-1	7	-1.9%
17	CN(c1ccccc1)S(=O)(=O)c1ccc(Cl)c(C(=O)OCC(=O)N2CCOCC2)c1	1.1	4%	0	-5	-4.5%
18	COc1ccc(NC(=O)c2cccc(C(=O)Nc3ccc(OC)cc3)n2)cc1	1.1	-4%	4	5	-4.1%
19	Cc1ccc(C)c(SCC(=O)OCC(=O)N2CC(C)OC(C)C2)c1 (stereo not given)	1.1	-9%	-13	-11	-0.5%
20	Cc1cc(COc2ccccc2O)on1	1.1	14%	2	-9	-2.3%
21	COC(=O)c1nn(-c2ccc(OC)cc2)c(=O)cc1NN	1	-1%	-8	-7	-5.1%
22	O=C(c1ccc(N2CCN(C3CC(=O)N(c4ccc(F)cc4)C3=O)CC2)cc1)c1cccnc1 (stereo not given)	1.1	2%	-9	-1	-6.5%
23	N#CCCN1CCN(S(=O)(=O)c2ccc(S(=O)(=O)N3CCCC3)cc2)CC1	1.1	-9%	5	8	-4.9%
24	CCN(CC)c1ccc(C(=O)N/N=C(\C)c2ccc(OC)c(OC)c2)cc1	1.3	10%	-8	1	0.1%

entry	human PMI inhibitors	M1AAP inhibition	human PMI inhibition	LYP phosphatase	Yfh1-depleted yeast
13	0%	0%	-2%	4%	i
14	.	13%	.	-5%	i
15	-17%	-2%	-26%	-5%	i
16	5%	8%	7%	1%	i
17	-1%	7%	-3%	-10%	i
18	-1%	2%	-7%	-1%	i
19	3%	7%	-3%	0%	i
20	-2%	5%	-4%	-5%	i
21	29%	-1%	-6%	-4%	i
22	-1%	-5%	-4%	-1%	i
23	6%	-2%	5%	-2%	i
24	2%	8%	12%	3%	i

Later entries:
entry	canonical_smiles	TNAP activators	P. falciparum M17LAP	WT yeast gro inh	WT yeast gro inh mutant strain	XIAP antagonists
25	Cn1c(Cn2c(=O)sc3ccccc32)nnc1SCC(=O)N1CCOCC1	1.1	1%	4	1	-0.9%
26	NCCNC[C@@H]1COC2(CCCCCCCCCCC2)O1	.	8%	.	.	.
27	Cc1sc2c(c1C)c(=O)n(-c1ccccc1)c(=O)n2CC(=O)NCC1CCCO1 (stereo not given)	1	-3%	15	10	-3.0%
28	C/C(=N\NC(=S)Nc1cccc(C)c1)c1ccccc1	1.1	16%	-3	0	-6.3%
29	CCCSc1nnc(C(C)C)n1N	1.2	-2%	6	3	-4.7%
30	O=c1[nH]c(C2CCN(S(=O)(=O)c3ccccc3)CC2)nc2c1nnn2Cc1ccccc1	1.1	6%	0	-1	-0.6%
31	CC(NC(=O)COc1ccc(/C=N/NC(=O)C(=O)Nc2ccccc2Br)cc1)c1ccccc1 (stereo not given)	1.1	1%	-10	-24	-6.5%
32	O=C(CSc1nc2cc3ccccc3cc2[nH]1)Nc1ccc(F)cc1	1.1	4%	2	20	-4.2%
33	O=S(=O)(c1ccccc1Cl)N1CCCC1c1nc(-c2ccc(Cl)cc2)no1 (stereo not given)	1.1	3%	-4	-8	0.5%
34	CC1CCC2(CC1)NC(=S)N(c1ccccc1)N2 (stereo not given)	1	22%	19	26	-8.3%
35	N#CC1(C#N)C2=C(CCCC2)NC(c2ccccc2)C1(C#N)C#N (stereo not given)	0.9	2%	13	2	-3.9%
36	Cc1ccc2c(c1)C1CN(C)CCC1N2C(=O)c1cccc(S(=O)(=O)N2CC(C)CC(C)C2)c1 (stereo not given)	1.1	-3%	0	9	-5.6%

entry	human PMI inhibitors	M1AAP inhibition	human PMI inhibition	LYP phosphatase	Yfh1-depleted yeast
25	-4%	6%	-13%	-6%	i
26	.	2%	.	-6%	i
27	-6%	-6%	1%	2%	i
28	2%	4%	1%	9%	?
29	-9%	1%	-6%	-10%	i
30	-1%	4%	4%	0%	i
31	9%	7%	0%	-3%	i
32	11%	8%	12%	3%	i
33	27%	8%	25%	0%	i
34	-117%	5%	-95%	-9%	i
35	35%	3%	7%	-1%	i
36	1%	-1%	-29%	-4%	i

Further compounds.
entry	canonical_smiles	TNAP activators	P. falciparum M17LAP	WT yeast gro inh	WT yeast gro inh mutant strain	XIAP antagonists
37	S=C(NCc1ccc(Cl)cc1)NC1CCN(Cc2ccccc2)CC1	1.3	-2%	19	31	3.0%
38	CC1CCCN(c2c([N+](=O)[O-])c(=O)oc3ccccc23)C1 (stereo not given)	1.1	-55%	1	20	-9.6%
39	Cc1nn(-c2ccccc2)c(C)c1C(=O)OCC(=O)NC12CC3CC(CC(C3)C1)C2	1.1	4%	-3	2	4.3%
40	CC(C)(CNC(=O)c1ccc(S(=O)(=O)N2CCCC2)cc1)N1CCOCC1	0.8	3%	4	-11	-6.0%
41	CC(C)CCNc1nc2c(cc1C#N)COC(C)(C)C2	1.1	-24%	7	-2	-1.0%
42	COc1ccc(CNC(=O)c2cc3c(=O)[nH]c4ccccc4c3n2C)cc1	1	-10%	0	4	-5.5%
43	Cc1cc(NCc2ccc(F)cc2Cl)n2nnnc2n1	1.1	-8%	-6	13	0.9%
44	NC1=Nc2cccc3cccc1c23	1.1	-14%	26	6	33%
45	O=C(NCc1cccnc1)C1CCCN(S(=O)(=O)c2ccc(Cl)cc2)C1 (stereo not given)	1	-2%	-18	-11	-9.9%
46	O=C(Nc1cccnc1)C1(c2ccccc2)CCCC1	1.1	1%	-2	3	-2.3%
47	CCOC(=O)C(Sc1nn(C)c(=S)s1)C(C)=O (stereo not given)	1.1	-1%	-2	-10	-7.1%
48	COc1cc(OC)cc(C(=O)NC(C)c2ccc(Br)cc2)c1 (stereo not given)	1.1	-1%	14	14	-5.8%
49	Cc1ccc2nc(N3CCN(Cc4ccc(F)cc4)C3=O)c(C)cc2c1	1.1	-3%	17	0	-7.6%
50	COc1ccc(C2=NOC(C(=O)Nc3cc(C)on3)C2)cc1OC (stereo not given)	.	21%	.	.	.
51	COc1ccc(CNC(=O)C(C)Cc2ccccc2)cc1O (stereo not given)	1	-7%	-6	-10	-2.7%

entry	human PMI inhibitors	M1AAP inhibition	human PMI inhibition	LYP phosphatase	Yfh1-depleted yeast
37	-1%	-3%	4%	0%	i
38	6%	8%	10%	0%	i
39	30%	3%	15%	12%	i
40	-8%	-3%	-13%	-1%	i
41	2%	11%	4%	-7%	i
42	-3%	6%	-3%	-5%	i
43	0%	1%	8%	-8%	i
44	60%*	3%	13%	-1%	i
45	14%	-7%	14%	3%	.
46	15%	1%	21%	-5%	i
47	-8%	3%	2%	-6%	i
48	8%	0%	12%	-8%	i
49	11%	2%	11%	-3%	.
50	.	10%	.	3%	i
51	14%	-3%	5%	-2%	i

Single records, as listed above. Values in the order: TNAP activators	P. falciparum M17LAP	WT yeast gro inh	WT yeast gro inh mutant strain	XIAP antagonists	human PMI inhibitors	M1AAP inhibition	human PMI inhibition	LYP phosphatase	Yfh1-depleted yeast
Record of CCOc1ccc(N2C(=O)c3cccnc3C2Nc2ccc(C)c(C)c2)cc1 (stereo not given) = 1.1	-4%	-1	7	-1.9%	5%	8%	7%	1%	i
Record of N#CC1(C#N)C2=C(CCCC2)NC(c2ccccc2)C1(C#N)C#N (stereo not given) = 0.9	2%	13	2	-3.9%	35%	3%	7%	-1%	i
Record of COc1cc(OC)cc(C(=O)NC(C)c2ccc(Br)cc2)c1 (stereo not given) = 1.1	-1%	14	14	-5.8%	8%	0%	12%	-8%	i
Record of CCCSc1nnc(C(C)C)n1N = 1.2	-2%	6	3	-4.7%	-9%	1%	-6%	-10%	i
